High-throughput results deposited in PubChem by several laboratories.
hcDAF12 agonist – H. contortus DAF-12 nuclear receptor activators, primary screen, cell-based, luminescence, HEK293, lit1-tk-luc reporter. activation, % at 6.8 µM. AID 652067, 2013. HEK293 hcDAF-12 lit1-tk-luc reporter; 0% DMSO, 100% Δ7-dafachronic acid. actives 1.4% (n = 370,000);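 active = activation above the mean of all tested compounds plus 3 SD, cut at about 5.5% in these data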;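 also: 100% = response to 3 µM Δ7-dafachronic acid high control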
ssDAF-12 act – S. stercoralis DAF-12 nuclear receptor activators, primary screen, cell-based, luminescence, HEK293, GRIP1 co-expression, lit1-tk-luc; Nuclear hormone receptor DAF-12 (Strongyloides stercoralis); HEK293 ssDAF-12/GRIP1 lit1-tk-luc reporter; % of 3 µM dafachronic acid response; activation, % at 6.8 µM; actives 1% (n = 370,000); AID 652126, 2013;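 active = activation above the mean over all tested compounds plus 3 SD, cut at about 0.9% in these data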;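 also: 0% = DMSO-only wells and 100% = 3 µM delta7-dafachronic acid wells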
DAX1 inh-1 – DAX1 (NR0B1) inhibitors on StAR promoter, primary screen, cell-based, luminescence, SF-1 (NR5A1), full-length DAX-1. inhibition, % at 6.8 µM. HEK293T StAR-luciferase reporter, SF-1/DAX-1 repression relief. actives 1.1% (n = 370,000). AID 652010, 2013;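 active = inhibition above the mean over all tested compounds plus 3 SD, cut at about 3.6% in these data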;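 also: 0% = DAX-1 cells with DMSO and 100% = cells lacking DAX-1 with DMSO; higher inhibition means more luminescence from relief of DAX-1 repression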
hgDAF12 agonist – H. glycines DAF-12 receptor agonists, primary screen, cell-based, luminescence, HEK293, GAL4 fusion, UAS-luciferase; Nuclear hormone receptor DAF-12 (Heterodera glycines), GAL4 fusion; HEK293 GAL4-hgDAF12 UAS-luciferase reporter, agonist luminescence; normalized to butyrate control; activation, % at 6.8 µM; actives 1.8% (n = 370,000); AID 687014, 2013;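 active = activation above a cutoff set at the mean of all screened compounds plus 3 SD, cut at about 10% in these data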;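 also: 0% = DMSO wells and 100% = sodium butyrate wells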
PLCb3 inh – human PLC-beta3 inhibitors, primary screen, biochemical, fluorescence. Purified PLC-beta3, fluorogenic substrate. inhibition, % at 12.2 µM. actives 0.18% (n = 370,000). AID 720704, 2013; in the data active = inhibition above about 11%;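 also: 0% = median of compound wells on plate and 100% = full blocker control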
NR1D1 modulator – modulators of Rev-erb alpha DNA binding, primary screen, biochemical, FITC-DNA, fluorescence polarization, uHTS. activity, % at 10 µM. Rev-erbα–FITC-DNA binding, 90 min. actives 0.79% (n = 370,000). AID 1259318, 2017;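 active = activity above about 14%, limit read from the data; passing the limit was not always enough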;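 also: 0% = DMSO wells with 35 nM protein and 100% = DMSO wells with 750 nM protein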
Target sequence (P20393 whole entry, looked up): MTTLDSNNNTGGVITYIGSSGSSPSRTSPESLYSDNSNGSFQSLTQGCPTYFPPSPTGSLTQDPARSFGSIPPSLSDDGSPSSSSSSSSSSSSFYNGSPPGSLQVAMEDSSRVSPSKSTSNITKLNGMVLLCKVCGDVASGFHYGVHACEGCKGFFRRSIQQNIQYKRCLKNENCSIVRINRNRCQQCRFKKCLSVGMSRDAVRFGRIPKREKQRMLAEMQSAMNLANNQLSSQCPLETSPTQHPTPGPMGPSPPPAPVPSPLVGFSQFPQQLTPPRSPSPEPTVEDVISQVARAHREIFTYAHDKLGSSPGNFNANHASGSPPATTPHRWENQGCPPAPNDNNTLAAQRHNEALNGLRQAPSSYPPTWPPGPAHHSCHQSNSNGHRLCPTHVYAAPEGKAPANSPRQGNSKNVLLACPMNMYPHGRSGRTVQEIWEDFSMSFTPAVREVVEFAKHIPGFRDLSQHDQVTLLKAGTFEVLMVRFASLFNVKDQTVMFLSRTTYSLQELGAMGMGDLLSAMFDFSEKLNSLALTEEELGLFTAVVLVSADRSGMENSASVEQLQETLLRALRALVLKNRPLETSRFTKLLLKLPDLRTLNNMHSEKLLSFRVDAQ
DAX1 inh-2 – DAX1 (NR0B1) inhibitors, primary screen, cell-based, HEK293, Gal4-DAX1, luciferase luminescence | actives 0.99% (n = 340,000) | HEK293 Gal4-DAX1 luciferase reporter | AID 504766, 2011 | inhibition, % at 6.75 µM | Nuclear receptor subfamily 0 group B member 1 (Homo sapiens), P51843;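 active = inhibition above the mean over all tested compounds plus 3 SD, cut at about 4.2% in these data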;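 also: 0% = DAX1-transfected cells with DMSO and 100% = empty-vector control cells with DMSO; inhibition shows as a rise in luminescence from relieved DAX1 repression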
SMARCA2 act – SMARCA2 (BRM) function activators, primary screen, cell-based, luminescence, high throughput; activation, % at 9.1 µM; AID 652017, 2013; MG213 cells, MMTV-luciferase reporter, dexamethasone, overnight; actives 1% (n = 370,000); in the data active = activation above about 7.8%;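 also: 0% = vehicle wells and 100% = reference activator wells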
ADAM17 inh – ADAM17 inhibitors, primary screen, biochemical, QFRET. Disintegrin and metalloproteinase domain-containing protein 17 (Homo sapiens), P78536. recombinant ADAM17, EDANS/DABCYL FRET peptide cleavage. inhibition, % at 6.95 µM. actives 0.83% (n = 370,000). AID 720648, 2013;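 active = inhibition above the mean of compounds lying between control limits plus 3 SD, set per campaign, cut at about 8.5% in these data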;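 also: 0% = DMSO-only wells as the low control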
PLCg1 inh – PLC-gamma1 enzyme inhibitors, primary screen, biochemical, fluorescence, purified enzyme; 1-phosphatidylinositol 4,5-bisphosphate phosphodiesterase gamma-1 (Homo sapiens), P19174; fluorogenic substrate; inhibition, % at 12.2 µM; actives 0.84% (n = 370,000); AID 720700, 2013; in the data active = inhibition above about 9.5%
MBD2 inh – inhibitors of MBD2 binding to methylated DNA, primary screen, biochemical, TR-FRET, DNA-binding domain, human. Methyl-CpG-binding domain protein 2 (Homo sapiens), Q9UBB5. inhibition, % at 4.4 µM. actives 0.31% (n = 370,000). MBD2 binding to methylated oligonucleotide; in the data active = inhibition above about 13%
Target sequence (Q9UBB5 whole entry, looked up, the tested form may be a part): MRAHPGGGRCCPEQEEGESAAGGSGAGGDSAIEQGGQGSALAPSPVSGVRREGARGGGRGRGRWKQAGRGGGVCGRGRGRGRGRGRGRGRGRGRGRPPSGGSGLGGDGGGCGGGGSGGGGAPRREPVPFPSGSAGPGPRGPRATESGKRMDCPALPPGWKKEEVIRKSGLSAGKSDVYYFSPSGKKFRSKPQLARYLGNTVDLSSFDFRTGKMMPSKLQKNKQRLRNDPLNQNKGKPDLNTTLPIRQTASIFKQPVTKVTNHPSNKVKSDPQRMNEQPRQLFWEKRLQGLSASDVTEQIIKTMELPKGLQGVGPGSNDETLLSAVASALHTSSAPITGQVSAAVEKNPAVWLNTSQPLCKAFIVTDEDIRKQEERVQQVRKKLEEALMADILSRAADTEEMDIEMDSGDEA
Numbers without * were called inactive; x = no result given. Outcome played no part in choosing rows (roughly 7.4% active in at least one column).

smiles	hcDAF12 agonist	ssDAF-12 act	DAX1 inh-1	hgDAF12 agonist	PLCb3 inh	NR1D1 modulator	DAX1 inh-2	SMARCA2 act	ADAM17 inh	PLCg1 inh	MBD2 inh
O=C(CCCCCn1c(=S)[nH]c2ccc(N3CCOCC3)cc2c1=O)NCc1ccccc1Cl	-1.7	-1.2	-0.7	1.7	-181	-2	-1.1	0	-14	-110	2
O=c1c(Cc2ccccc2)c(O)c2cccc3c4c(n1c23)CCCC4	-0.1	-0.8	-0.6	0.4	-81	-2	0.1	-4	-33	-47	1
COc1ccc(-c2cc3ccccc3n2CC(O)CN2CCC(C)CC2)cc1 (stereo unspecified)	5.7*	-0.1	2.8	2.9	-22	-2	2.7	-2	-3	-18	-2
Cc1ccc(S(=O)(=O)NC2CCCCCCC2)cc1	0.4	-1.9	-0.2	0.8	-6	-5	1.6	-1	1	1	-6
COc1ccc(C2(C)NC(=O)N(CC(=O)Nc3ccc(Br)cc3F)C2=O)cc1OC (stereo unspecified)	-2.5	-1.0	-0.2	-3.5	-3	12	-1.3	-1	-1	-1	3
COc1ccc(C2CC(c3cccs3)=NN2C(=O)c2ccc(Br)o2)cc1 (stereo unspecified)	0.9	-1.3	-0.1	2.3	-6	-3	0.5	-1	-1	0	3
CCOC(=O)C1=C(COC(=O)c2sccc2C)NC(=O)NC1C (stereo unspecified)	-1.4	-0.7	-0.8	2.0	-9	2	0.4	-2	-11	2	10
CCCCN(C(=O)COc1ccc(NC(C)=O)cc1)C1CCS(=O)(=O)C1 (stereo unspecified)	-0.4	-1.0	-0.4	1.3	5	-5	2.9	0	-3	1	1
CCCCN(C=O)c1c(CC)nc2c(OCc3ccc(Cl)cc3Cl)cccn12	-0.4	-1.5	-2.5	-4.1	1	-3	x	-3	-1	0	-5
CCCC1CCC2(CC1)CCC2OC(=O)Nc1ccccc1OC (stereo unspecified)	-1.0	-0.8	x	-0.7	1	-2	x	x	0	-1	-3
COc1ccc(COC(=O)Nc2cc3c(C(F)(F)F)nn(C)c3s2)cc1	-1.8	-1.4	-0.9	-0.2	-2	3	0.4	-2	5	-1	-3
Cc1cc(F)ccc1S(=O)(=O)Nc1ncnc2scc(-c3ccc(F)cc3)c12	-1.5	-0.6	0.1	-1.9	0	1	-0.4	0	0	-1	0
O=C(NCN1C(=O)C2C3C=CC(C3)C2C1=O)Nc1ccccn1 (stereo unspecified)	-0.9	-1.0	0.2	0.8	-2	1	0.3	-1	-1	2	-4
O=C(c1ccc(NC2=NC3CS(=O)(=O)CC3S2)cc1)N1CCN(c2ccccc2F)CC1 (stereo unspecified)	1.4	-1.2	0.0	0.4	1	3	-0.4	0	-3	1	-2
O=C(CN1C(=O)NC(c2ccccc2)(c2ccccc2)C1=O)NCc1cccs1	-1.4	-1.0	0.9	0.0	-2	-3	0.9	5	0	-1	4
Cc1cc(/C=N/N2CCN(C)CC2)c(C)n1-c1ccc(Cl)cc1	-1.2	-1.3	-0.2	-1.0	-16	-5	-0.2	-1	-2	-5	3
CCCCSc1nc2c(c(=O)n1CC)SC(C)C2 (stereo unspecified)	-0.8	-0.9	0.1	0.4	-2	0	-0.1	-4	-1	2	-2
COc1ccccc1[C@@H]1C(c2cccc(Cl)c2)=NN(c2ccc(Br)cc2)[C@H]1C(=O)N1CCOC1=O	0.7	-1.2	0.3	4.4	-299	9	-1.1	-1	-51	-173	2
Clc1ccc2c(c1)C(C1=NCCN1)c1ccccc1CS2 (stereo unspecified)	0.2	-1.2	-3.5	4.2	-5	-7	-4.3	-2	-5	-2	5
O=C(Nc1cc([N+](=O)[O-])ccc1O)c1cccc(C(=O)Nc2cc([N+](=O)[O-])ccc2O)c1	-0.4	-1.1	-0.1	1.1	-10	5	1.1	2	-3	-4	6
CCc1c(C)nc(N2CCN(c3cccc(OC)c3)CC2)[nH]c1=O	-1.2	-1.2	-0.1	-0.3	-4	-3	1.1	1	-2	3	-4
O=C(NC1CC1)C1CCN(Cc2cnn(-c3ccccc3)c2-n2cccc2)CC1	-1.4	-1.5	0.3	-0.9	4	4	-0.8	-1	-1	0	-3
COc1ccccc1C(=O)NC(CCSC)C(=O)NCC(c1cccs1)N(C)C (stereo unspecified)	0.4	-0.8	0.8	1.4	-11	3	-0.3	-1	-4	4	14*
CNC(=O)N1c2ccccc2CCc2ccccc21	0.2	-0.9	-0.1	-0.6	-4	1	-0.5	-3	3	2	-1
CCCCn1c(N)c(N(CC(C)C)C(=O)c2ccc3c(c2)NC(=O)C(C)S3)c(=O)[nH]c1=O (stereo unspecified)	-0.8	-1.1	0.7	-1.3	-7	0	1.6	-2	4	5	-6
Cc1cc(C)cc(OCc2nc(-c3cccnc3)no2)c1	-1.5	-1.4	-1.2	1.6	-3	-2	0.0	1	1	3	0
Cc1ccc(NC(=O)CSc2ncc3ccccn23)cc1C	-0.7	-0.9	1.2	4.8	-65	2	1.2	0	-18	-54	4
COc1ccc(S(=O)(=O)N2CCc3ccccc32)cc1C(=O)NCC(c1ccco1)N1CCCC1 (stereo unspecified)	1.4	-1.6	-0.9	0.4	-2	-1	0.8	3	3	1	0
O=C(OCc1cn(Cc2ccc(F)cc2)nn1)N1CCOCC1	3.4	-1.2	0.2	1.4	3	-5	x	-1	-2	2	-3
Cc1cc(S(=O)(=O)N2CCOCC2)ccc1OCC(=O)N1CCCC1	-0.5	-1.3	-0.1	-0.5	-10	3	0.0	-3	-5	1	-6
Cc1csc(NC(=O)Cc2ccccc2[N+](=O)[O-])n1	1.9	-0.5	-0.1	3.2	1	9	-0.3	-2	-1	1	6
NC(=O)c1ccc(-n2nnnc2SCC(=O)NC2CCCCC2)cc1	0.5	-1.0	-0.2	-1.6	2	2	-0.8	-3	-4	-21	4

Single records, as listed above:
CCCCN(C=O)c1c(CC)nc2c(OCc3ccc(Cl)cc3Cl)cccn12 is listed as hcDAF12 agonist: -0.4; ssDAF-12 act: -1.5; DAX1 inh-1: -2.5; hgDAF12 agonist: -4.1; PLCb3 inh: 1; NR1D1 modulator: -3; DAX1 inh-2: x; SMARCA2 act: -3; ADAM17 inh: -1; PLCg1 inh: 0; MBD2 inh: -5
COc1ccc(C2CC(c3cccs3)=NN2C(=O)c2ccc(Br)o2)cc1 (stereo unspecified) is listed as hcDAF12 agonist: 0.9; ssDAF-12 act: -1.3; DAX1 inh-1: -0.1; hgDAF12 agonist: 2.3; PLCb3 inh: -6; NR1D1 modulator: -3; DAX1 inh-2: 0.5; SMARCA2 act: -1; ADAM17 inh: -1; PLCg1 inh: 0; MBD2 inh: 3

(next part)
smiles	hcDAF12 agonist	ssDAF-12 act	DAX1 inh-1	hgDAF12 agonist	PLCb3 inh	NR1D1 modulator	DAX1 inh-2	SMARCA2 act	ADAM17 inh	PLCg1 inh	MBD2 inh
Cn1cc(Br)c(-c2cccc(N3C(=O)CCCC3=O)c2)n1	-1.6	-1.5	-0.1	5.2	-5	-1	0.7	5	-3	-1	-2
O=C(Nc1ccc(N2CCOCC2)cc1)c1csc([C@@H]2C[C@H](O)[C@@H](CO)O2)n1	2.3	-0.6	0.4	-0.2	7	1	x	-2	1	2	-5
FC(F)(F)c1nc(N2CCN(c3ccccc3)CC2)nc2c1CCCCC2	-0.5	-0.3	0.2	-0.4	1	-3	1.0	-1	-3	1	1
O=[N+]([O-])c1ccc2nc(SCc3cn4cc(Cl)ccc4n3)[nH]c2c1	-1.4	-0.7	0.6	-1.1	3	6	-0.1	-1	4	4	0
Cc1ccc(CN2CCC(C(=O)Nc3ccc(Oc4cccnc4)cc3)CC2)cc1	-3.6	-0.3	-5.2	-3.0	-3	-3	-0.7	-3	1	0	-9
Cc1nc(NC(=O)CSc2nccn2C)sc1C(=O)N(C)C	-1.1	-0.3	1.9	2.6	-4	-5	0.5	2	3	1	-4
CCCCOc1ccc(C(=O)N2CCN(c3ncccn3)CC2)cc1	-1.4	0.4	-0.6	0.0	-5	-5	-0.3	0	-2	0	-6
COc1cc(C(=O)Oc2ccccc2N)cc(OC)c1OC	-0.8	-0.9	-0.8	0.6	-1	3	-0.5	0	-4	-1	2
O=C1N(Cc2ccccc2)CC2(Br)COCOC12O (stereo unspecified)	-1.4	-1.0	-0.3	2.6	-4	7	0.6	-1	3	-1	-10
Cc1c(NS(=O)(=O)c2ccc(N3CCN(C)CC3)c([N+](=O)[O-])c2)c(=O)n(-c2ccccc2)n1C	-0.3	-1.4	-0.4	0.9	1	2	-0.3	0	0	0	-7
CC1CC(C)CN(C(=O)CSc2nnc(-c3ccc(Cl)s3)o2)C1 (stereo unspecified)	-1.4	-1.4	-0.4	-1.9	-2	1	0.0	0	-3	1	1
CC1CC(C)CN(S(=O)(=O)c2ccc(C(=O)N3CCOCC3)cc2)C1 (stereo unspecified)	-1.7	-1.1	-0.5	-0.3	-5	-2	1.1	0	-1	1	-2
Cc1ccc(Nc2ncccc2C(=O)O)cc1C	2.7	-1.0	2.4	3.6	1	-2	1.3	3	-1	-3	-2
CCOC(=O)C1CCCN(c2c(NCCN(CC)c3ccccc3)c(=O)c2=O)C1 (stereo unspecified)	1.2	-0.3	0.8	3.9	6	-2	0.0	-2	2	3	-5
CCN(CC)CCNc1nc2cc(OC)c(OC)cc2c2nc(-c3ccccc3)nn12	0.2	-0.6	0.6	5.2	-296	-3	1.0	9.7*	-73	-256	31*
CN(Cc1ccccc1)S(=O)(=O)c1ccc(NC(=O)C2CCCCC2C(=O)O)cc1 (stereo unspecified)	0.0	-1.5	2.1	-0.8	-8	3	0.3	-2	-4	3	1
O=c1c2ccccc2c(C=Nc2cccc(S(=O)(=O)NC3=NCCCCC3)c2)c(O)n1Cc1ccccc1	-0.7	-1.3	0.2	2.4	-8	2	2.6	0	-16	-1	-2
C=CCC[C@H](Cc1ccc(F)cc1)C(=O)OC[C@@H]1CCCN1C(=O)[C@@H](CC=C)CC(=O)NCCO	-1.2	-1.7	-0.3	0.1	1	-1	0.5	1	1	1	5
COc1cc(C(=O)NCC(c2ccco2)N2CCCC2)ccc1OCc1ccccc1 (stereo unspecified)	1.9	-1.5	1.5	1.4	-7	-1	0.0	0	-1	-2	-4
